cytoskel mod: alters cytoskeleton assembly in HUVEC cells; HUVEC TNFa F-actin phalloidin imaging, high content; inhibition, % at 2 µM; 91,000 tested, 0.18% active;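 active means inhibition above the batch mean plus 3 SD and confirmed as a hit by visual image inspection, cut at about 30% in these data, passing the limit was not always enough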; further: strong numbers were not always called active
LYP act: activators of human LYP (PTPN22) phosphatase. recombinant LYP, DiFMUP fluorescence; 0 = plate median, 100 = signal doubled. activation, % at 2 µM. 96,000 tested, 0.11% active. AID 697. Q9Y2R2;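 active means activation at 2 µM above a set limit, the mean plus 5 SD, cut at about 37% in these data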
IL1B cytotox: toxic to HUVEC cells under IL-1B stimulation; 94,000 tested, 0.41% active; cell count reduction, % at 2 µM; HUVEC cell count loss, Hoechst imaging, IL-1B stimulated; AID 845;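 active means cell count reduction more than 3 SD above the screen-wide mean, cut at about 70% in these data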;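 further: normalized per plate to untreated control cells as the no-loss baseline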
FAK inh: blocks human focal adhesion kinase activity | Q05397 | biochemical FAK kinase activity assay | inhibition, %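 (tested at 7 µM)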 | 97,000 tested, 0.84% active | AID 727; in the data active means inhibition above about 19%;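 further: 0% = DMSO and 100% = reference compound high control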
HUVEC tox TNFa: HUVEC cytotoxicity counter-screen, TNF alpha stimulated. HUVEC TNFalpha-stimulated, Hoechst cell count, imaging. cell count reduction, % at 2 µM. 93,000 tested, 0.17% active. AID 848;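 active means cell count reduction exceeding the screen mean by over 5 SD, scaled to untreated wells per plate, cut at about 78% in these data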;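 further: cells counted after 24 h of TNF alpha exposure following the 1 h pretreatment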
PTPN22 inh 2: inhibitors of human LYP (PTPN22) phosphatase | 96,000 tested, 0.21% active | Q9Y2R2 | AID 640 | inhibition, % at 2 µM | recombinant LYP catalytic domain, DiFMUP fluorescence;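 active means inhibition at 2 µM at or above a set limit, the screen mean plus 3 SD, cut at about 24% in these data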;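 further: 0% = DMSO with enzyme and 100% = enzyme fully blocked by orthovanadate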
VCAM1 TNFa inh: reduces TNF alpha induced VCAM1 expression in HUVEC | HUVEC TNFa-induced VCAM-1 immunofluorescence, high-content imaging | inhibition, % at 2 µM | 95,000 tested, 0.48% active | AID 802;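 active means inhibition above the batch mean plus 3 SD, with images confirmed as a hit by eye, cut at about 37% in these data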;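 further: 0% = TNF-stimulated DMSO wells and 100% = unstimulated control wells; not every result past the cut was called active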
ERa SRC1 inh: blocks coactivator binding to human estrogen receptor alpha; P03372; TR-FRET ER-alpha LBD / SRC-1 peptide, estradiol-bound; inhibition, % at 25.6 µM; 86,000 tested, 1.7% active; AID 629; in the data active means inhibition above about 50%;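 further: 0% = receptor plus peptide control and 100% = peptide only without receptor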
Pyk2 oligo antag: antagonists of human Pyk2 oligomerization; 99,000 tested, 0.83% active; z-score (the deposit names both 25 µM and 10 µM); AID 1347419; Q293 cells, Pyk2 FERM NanoBiT luminescence; stronger effect = lower value;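 active means Z-score of -3 or lower, scaled per plate to the spread of control and sample wells; inactive means z-score above -3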;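 further: negative z-score means lost luminescence so less FERM oligomerization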
Target sequence (Q14289 whole entry, looked up): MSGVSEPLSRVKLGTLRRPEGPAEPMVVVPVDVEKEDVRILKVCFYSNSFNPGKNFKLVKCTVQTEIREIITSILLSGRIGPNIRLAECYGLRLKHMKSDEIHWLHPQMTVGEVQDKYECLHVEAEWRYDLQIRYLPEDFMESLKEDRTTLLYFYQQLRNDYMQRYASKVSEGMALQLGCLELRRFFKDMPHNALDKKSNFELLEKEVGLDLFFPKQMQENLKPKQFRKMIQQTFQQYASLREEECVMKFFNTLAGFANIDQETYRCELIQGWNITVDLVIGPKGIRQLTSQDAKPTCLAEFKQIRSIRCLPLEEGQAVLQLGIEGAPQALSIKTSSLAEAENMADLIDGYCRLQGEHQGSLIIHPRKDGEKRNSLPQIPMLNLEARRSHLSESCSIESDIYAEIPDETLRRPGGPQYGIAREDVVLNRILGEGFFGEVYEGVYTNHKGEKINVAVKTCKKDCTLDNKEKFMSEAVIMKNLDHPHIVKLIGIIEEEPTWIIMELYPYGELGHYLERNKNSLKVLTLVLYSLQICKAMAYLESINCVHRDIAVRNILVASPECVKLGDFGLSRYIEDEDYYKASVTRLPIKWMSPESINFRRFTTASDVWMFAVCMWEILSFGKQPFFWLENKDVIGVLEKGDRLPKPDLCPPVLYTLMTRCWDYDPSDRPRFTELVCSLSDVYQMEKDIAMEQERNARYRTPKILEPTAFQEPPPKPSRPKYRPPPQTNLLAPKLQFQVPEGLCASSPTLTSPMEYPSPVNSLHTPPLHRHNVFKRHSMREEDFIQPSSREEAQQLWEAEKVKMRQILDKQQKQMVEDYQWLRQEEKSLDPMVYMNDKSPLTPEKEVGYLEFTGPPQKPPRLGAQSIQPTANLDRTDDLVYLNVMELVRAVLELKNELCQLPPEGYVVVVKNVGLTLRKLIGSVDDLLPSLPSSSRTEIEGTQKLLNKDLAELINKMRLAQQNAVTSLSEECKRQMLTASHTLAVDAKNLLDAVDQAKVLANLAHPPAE
The depositor's hits bear a star; nt = no result given; [ ] = dose if it differs, or a comment.

SMILES	cytoskel mod	LYP act	IL1B cytotox	FAK inh	HUVEC tox TNFa	PTPN22 inh 2	VCAM1 TNFa inh	ERa SRC1 inh	Pyk2 oligo antag
COc1ccccc1N1CCN(C(CNC(=O)Oc2ccccc2)c2cccnc2)CC1 (stereo unspecified)	nt	7	nt	-7	nt	-6	nt	29	1.9
COCCNP(=O)(c1ccccc1)c1nc2ccccc2s1 (stereo unspecified)	2	-9	19	4	7	10	-41	nt	nt
OCCN(CC#CC(O)(c1ccccc1)C1CCCC1)CCO (stereo unspecified)	16	-2	-10	-1	-9	0	-4	2[fluorescence artefact?]	0.14
NC(=O)CSc1nnc([C@@H](N)Cc2c[nH]c3ccccc23)o1	-19	4	-7	-5	-2	-1	-3	nt	1.6
CC1(C)CC(=O)C=C(NCCN2CCN(C(=O)Cc3ccc(Cl)cc3)CC2)C1	-13	-4	-22	-2	-2	5	-25	1[fluorescence artefact?]	0.41
CCOC(=O)C(O)(c1ccc(N(CC)S(=O)(=O)c2ccccc2)cc1)C(F)(F)F (stereo unspecified)	-6	0	-6	-10	-27	-1	14	1	-1.7
CCCCn1c(O)c(C(CC)=NCCc2ccccc2)c(=O)[nH]c1=O	-4	-1	-13	0	-2	0	6	-2	-2.5
O=C(Oc1c(Cl)cc(Cl)c2ccccc12)N1CCCCC1	5	9	-18	0	-4	-8	10	-4	-0.92
CCCCC1(CCCC)C(=O)NC(=Nc2cccc(C)c2)NC1=O	18	4	18	9	1	-1	-14	8	-2.1
COc1ccc(-c2nc3ccccc3n2OC(=O)N(C)C)cc1	-3	3	8	1	-4	-2	6	-2	-0.04
CCCC(=O)NC(Oc1ccccc1Cl)C(Cl)(Cl)Cl (stereo unspecified)	2	10	nt	3	-12	-4	10	nt	0.89
COc1ccccc1N1CCN(Cc2cc(C)c(C)cc2O)CC1	-5	-2	-4	1	-15	5	-5	nt	0.59
Cc1cccc(C)c1NC1=NCCCCS1	-3	-10	-12	-4	-32	10	-4	-11	0.49
Cc1c(NC(=O)C(C)OC(=O)Cc2ccccc2)c(=O)n(-c2ccccc2)n1C (stereo unspecified)	8	0	5	-1	-44	0	-20	nt	0.64
CCOC(=O)N(CC)c1ccc(C(O)(C(=O)OC)C(F)(F)F)cc1 (stereo unspecified)	-1	2	-2	-2	-6	-7	15	-2	0.28
Cc1cc(N2CCOCC2)nc2ccc(NC(=O)CCC(=O)N3CCC4(CC3)OCCO4)cc12	-1	13	-12	2	-7	-16	11	10	0.73
CCCCCCOc1ccc(CN2CCN(CC)CC2)cc1	20	11	nt	-1	-42	-12	-3	-3	0.54
C=CCn1c(O)c(C(C)=Nc2ccc(N(C)C)cc2)c(=O)[nH]c1=O	-10	-4	-16	9	-12	3	0	-4	-0.38
CN1C(=O)C(=Cc2ccc(N3CCCCC3)o2)C(=O)N(C)C1=S	12	-5	10	8	-14	8	12	nt	-0.06
CC(C)Sc1nnc([C@@H](N)Cc2c[nH]c3ccccc23)o1	-6	-6	-19	4	-19	5	2	6	-0.05
Oc1ccc(C2NCc3ccccc3-n3cccc32)cc1Cl (stereo unspecified)	-8	9	-22	2	1	-6	4	-10	-0.56
O=[P+](Cc1ccccc1)Cc1ccccc1	12	-10	0	-2	-48	11	-11	-9	0.22
CCc1nnc(NC(=O)CCc2nc(C3=CCN(C)CC3)no2)s1	-6	3	9	3	-18	-2	1	-1	0.1
CCC(=O)c1c(O)n(C2CCCCCC2)c(=O)[nH]c1=O	nt	0	-25	-1	63	-4	-14	5	-0.53
CNP1(NC)=NC(C(F)(F)F)=NC(C(F)(F)F)=N1	20	-5	-9	-2	-34	4	-3	-4	-0.05
CCOC(=O)CC1=C(C(=O)OCC)C2(C(=O)N1CC(=O)OC)C(C#N)=C(N)Oc1ccccc12 (stereo unspecified)	0	-5	-12	-2	-15	9	12	-13	-0.42
CP(C)(=O)CCC(=O)O	23	1	-2	2	-15	4	14	nt	0.55
CCN(CC)CCN=Cc1c(O)n(C2CCCCCC2)c(=O)[nH]c1=O	2	-5	-81	2	-25	4	2	-6	-0.69
CC(O)(CS(=O)(=O)c1ccccc1)C(=O)Nc1ccc(C(F)(F)F)cc1 (stereo unspecified)	-14	2	11	0	-8	1	9	nt	-0.58
O=C(c1ccncc1)C12CN3CN(CN(C3)C1)C2	5	-7	-22	7	-4	11	-2	-1	-0.13
CCCCc1nc2ccccc2c(=O)n1-c1ccccc1O	-20	4	-13	0	-17	-6	-3	nt	0.65
Cc1ccc2c(c1)C1CN(C)CCC1N2S(=O)(=O)c1ccccc1 (stereo unspecified)	-3	6	-27	-1	-9	-10	18	-7	-0.88
CC1=NN(c2ccccc2)C(=O)C1/C=C1\C(=O)NC(=O)N(c2ccc(C)c(C)c2)C1=O (stereo unspecified)	-2	11	-17	-2	-21	-11	4	-16	-0.41
CC1CN(c2ccc([N+](=O)[O-])c3cccnc23)CC(C)N1 (stereo unspecified)	4	-4	0	-3	-7	9	5	nt	-0.09
O=c1c2ccccc2nc(CSc2ncnc3nc[nH]c23)n1-c1ccccc1Cl	-8	-1	9	2	-2	-2	3	21	-0.9
CC(=O)c1c(C)n(CC2CCCO2)c2ccc(O)cc12 (stereo unspecified)	-4	7	13	-5	-5	-3	-6	27[fluorescence artefact?]	-1
CCC(=NC1CC1)c1c(O)n(C2CCCCC2)c(=O)[nH]c1=O	32	4	14	0	-25	-5	13	-15	-1.1
O=c1c2ccccc2nc(-c2cccs2)n1-c1cnccn1	-12	2	14	6	4	-6	10	20	-1.3
O=c1[nH]c(=S)n(CCC2=CCCCC2)c(O)c1C=NC1CCN(Cc2ccccc2)CC1	1	-6	26	1	23	9	-16	nt	1.1
COc1nc(NC(C)C)nc(NC(C)C)n1	-24	0	-4	-6	8	0	-2	-5	-0.79
CCOC(=O)c1c(N)n(CCN2CCCCC2)c2nc3ccccc3nc12	-7	3	-2	7	15	-5	1	-21	1.1
COc1ccc(OCC(=O)Nc2ccc(Cl)cc2C(=O)c2ccccc2)cc1	16	-5	-66	25*	-1	10	4	nt	-1.3
O=c1[nH]c(=O)n(-c2ccc(F)cc2)c(O)c1C=Nc1ccccc1N1CCCC1	14	-10	5	1	7	12	0	18	-0.38
CC(=O)OC1N=C(c2ccc(Cl)cc2)c2cc(Br)ccc2NC1=O (stereo unspecified)	-8	-2	-5	0	17	5	-2	5	0.18
O=C(c1sc2ccccc2c1Cl)N1CCC2(CC1)OCCO2	-13	-6	-50	-1	-5	6	17	0	-0.97
CN(C)CCN=Cc1c(O)n(-c2cccc3ccccc23)c(=O)[nH]c1=O	23	-8	-26	-2	-23	11	-4	nt	-0.01
Cn1c2ccccc2c2c(C(=O)N3CCC4(CC3)OCCO4)cn(C3CCCC3)c(=O)c21	2	-4	-16	2	10	6	8	-10	-0.28
CC(=O)OC1(c2ccccc2)CCN(C)C(C)C1C (stereo unspecified)	4	11	-4	0	-26	-10	6	2	0.02
O=C(C1CCN(c2nc3ccc(Br)cc3s2)CC1)N1CCC2(CC1)OCCO2	33	-8	-8	-1	0	6	-14	nt	-0.42
Cn1c(O)c(C=NCc2cccs2)c(=O)n(C)c1=O	16	-3	nt	-2	-16	0	9	3	1.1
COc1ccc(CCNCc2ccc(OC)c(OC)c2OC)cc1	-7	-7	nt	2	-16	7	6	9	0.3
COc1ccccc1-n1c(O)c(C=NC2CC2)c(=O)[nH]c1=O	0	5	6	-1	-22	-4	13	-6[fluorescence artefact?]	-0.48
COc1ccccc1CC1C(=O)C2CCN1CC2 (stereo unspecified)	-3	1	-8	-5	-35	2	11	-7	2.4
O=c1[nH]c(=S)n(Cc2ccc(F)cc2)c(O)c1C=NCc1cccnc1	-4	0	6	0	-9	0	11	-3	0.37
O=C(COc1ccc(Cl)cc1)NC1CN2CCC1CC2 (stereo unspecified)	nt	4	-38	1	-27	-7	19	-2	-0.87
COc1ccc(C2SCC(=O)Nc3c2c(=O)[nH]n3C2CCCCCC2)cc1 (stereo unspecified)	-50	1	3	-5	6	-4	24	22	-0.34
Cc1ccc2c(c1)CNc1ccccc1O2	-18	2	-8	0	7	-4	1	6	0.26
CCOP(=O)(OCC)C(NC(=O)C(C)C)C(Cl)(Cl)Cl (stereo unspecified)	-9	5	-10	-5	5	-2	3	14	-0.69
O=c1c2ccccc2nc(-c2ccoc2)n1-c1ccccc1Cl	0	-5	21	0	-7	7	11	-8	-0.19
c1cc2c(cc1CCNC1CCCCCC1)OCO2	-3	-2	11	-1	0	1	22	-3	0.45

Molecules shown so far that have a thiophene ring, fused or not:
SMILES	cytoskel mod	LYP act	IL1B cytotox	FAK inh	HUVEC tox TNFa	PTPN22 inh 2	VCAM1 TNFa inh	ERa SRC1 inh	Pyk2 oligo antag
O=c1c2ccccc2nc(-c2cccs2)n1-c1cnccn1	-12	2	14	6	4	-6	10	20	-1.3
O=C(c1sc2ccccc2c1Cl)N1CCC2(CC1)OCCO2	-13	-6	-50	-1	-5	6	17	0	-0.97
Cn1c(O)c(C=NCc2cccs2)c(=O)n(C)c1=O	16	-3	nt	-2	-16	0	9	3	1.1

Next section:
SMILES	cytoskel mod	LYP act	IL1B cytotox	FAK inh	HUVEC tox TNFa	PTPN22 inh 2	VCAM1 TNFa inh	ERa SRC1 inh	Pyk2 oligo antag
Cc1ccc(N)c(C(=O)c2ccccc2)c1	3	2	2	11	-20	-2	5	-6	-0.3
Cc1cccc(N2C(=O)/C(=C/c3ccc(CN(CCC#N)S(C)(=O)=O)o3)C(=O)NC2=S)c1	-10	-2	-8	-5	5	4	20	nt	-0.75
Cc1ccc2nc3c(cc2c1)CC1(C(=O)N(C)C(=O)N(C)C1=O)C1CCCCN31 (stereo unspecified)	-20	-1	55	6	7	0	4	7	-0.05
CCOC(=O)[C@]1(C#N)[C@@H]2C=CC(C(C)=O)=CN2[C@@H](C(N)=O)[C@@H]1c1ccsc1	-6	-9	-25	-1	2	2	1	-2[fluorescence artefact?]	0.36
CCCCCCN=Cc1c(O)n(C)c(=O)n(C)c1=O	-11	-6	-16	-6	-3	7	12	-1	0.45
CC(=NCCN1CCCCC1)c1c(O)[nH]c(=O)[nH]c1=O	-18	-6	-4	-10	2	5	-9	-6	0.23
Cc1ccc(S(=O)(=O)NCC2CCC(C(=O)N3CCC4(CC3)OCCO4)CC2)cc1 (stereo unspecified)	18	6	-38	2	-11	-8	3	9	-1.6
O=c1[nH]c(=O)n(Cc2ccccc2)c(O)c1C=NCCCn1ccnc1	5	-3	nt	0	-16	-1	14	3[fluorescence artefact?]	0.46
Cc1ccc(-n2nc(C)cc2NC(=O)COc2cc(C)cc3oc(=O)c4c(c23)CCC4)cc1	-28	-12	8	-1	17	15	12	-9	-1.8
CCC(=Nc1ccccc1NC(C)=O)c1c(O)n(C)c(=O)n(C)c1=O	-12	3	-6	-1	4	-6	9	nt	1.6
CCC(COC(=O)NC)NC(=O)Oc1cccc(C)c1 (stereo unspecified)	-4	2	1	1	-5	-5	8	-9	1.4
CN1C(=O)C(C2(C#N)CCCCC2)C(=O)N(C)C1=O	3	14	3	-1	-10	-20	17	12	0.18
CCC(C)N1C(=O)NC(=O)C2(Cc3c(ccc4ccccc34)N(C)C2)C1=O (stereo unspecified)	-11	-7	-11	-3	-5	6	14	-2	-1.1
CCOc1ccccc1-n1c(O)c(C=NCc2ccc3c(c2)OCO3)c(=O)[nH]c1=O	10	8	-16	-3	-26	-8	16	-26	-0.03
COc1ccc(OC)c(CC(=O)O)c1	nt	2	nt	-6	nt	-2	nt	5	0.68
CCCS(=O)(=O)N1CCC(C(=O)N2CCC3(CC2)OCCO3)CC1	0	3	-6	-1	-13	-6	-5	-1	0.31
CCOC(=O)c1c(-n2c(C)cc(/C=C3\C(=O)NC(=O)N(C)C3=O)c2C)sc2c1CCCC2	-12	-16	-54	4	9	17	-6	nt	0.8

Compound activity: PubChem BioAssay, several laboratories

Some of the compounds tested, so the mix of outcomes need not match the whole.
